GIRK2 activator: activators of NPY4-receptor-primed GIRK2 channels, summary, cell-based, HEK293, thallium flux; HEK293 GIRK2/NPY4 cells, thallium flux fluorescence; 34,000 tested, under 10 active; G protein-activated inward rectifier potassium channel 2 (Homo sapiens), P48051; activation (% efficacy), % for hits at 37.5 µM;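 active = primary screen hit, no activity in plain HEK293 cells, and in GIRK2-only cells above 5% efficacy rising with concentration; inactive = the rest, including fluorescent compounds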;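 also: efficacy is normalized control-subtracted fluorescence 15 s after thallium addition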
Target sequence (P48051 whole entry, looked up): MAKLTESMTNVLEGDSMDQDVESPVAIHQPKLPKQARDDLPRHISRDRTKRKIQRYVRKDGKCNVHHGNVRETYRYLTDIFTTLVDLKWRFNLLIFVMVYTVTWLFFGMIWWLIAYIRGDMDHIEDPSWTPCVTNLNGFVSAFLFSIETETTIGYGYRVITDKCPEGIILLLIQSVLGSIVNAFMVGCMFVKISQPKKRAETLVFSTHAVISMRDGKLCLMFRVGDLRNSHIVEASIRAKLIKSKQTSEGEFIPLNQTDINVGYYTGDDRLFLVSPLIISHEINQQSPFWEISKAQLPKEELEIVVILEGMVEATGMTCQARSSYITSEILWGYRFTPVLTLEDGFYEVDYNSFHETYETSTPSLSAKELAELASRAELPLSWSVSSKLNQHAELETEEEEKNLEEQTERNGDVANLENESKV
Calls only; i = inactive. A portion of the library; count on the stated rates, not on these rows.

SMILES	GIRK2 activator
O=C(Nc1ccc(F)cc1)N1CCC(CNC(=O)C2(c3ccccc3)CCOCC2)CC1	i
Cc1ccc(C2CC(c3ccc4c(c3)OCO4)=NN2S(C)(=O)=O)o1 (configuration not stated)	i
O=C(Cn1c(CO)cnc1SCC(=O)N1CCc2ccccc21)NC1CC1	i
COc1ccccc1CNC(=O)Cn1cnc(C)cc1=O	i
COc1ccc(-n2nnc(C(=O)Nc3ccccc3C#N)c2C)cc1	i
COc1ccc(NC(=O)CSc2ccc(NC(C)=O)nn2)c(OC)c1	i
COCC(C)(O)CNC(=O)/C=C/c1ccco1 (configuration not stated)	i
CCOc1ccccc1NC(=O)Cn1cc(OC)c(=O)cc1CSc1nc(C)cs1	i
Cc1c(Cl)cccc1S(=O)(=O)N1CCC(c2cccs2)CC1	i
CC(O)(CNC(=O)C(=O)Nc1ccc2c(c1)OCO2)c1ccccc1 (configuration not stated)	i
COc1cc(NCCNC(=O)Nc2ccc(C)c(F)c2)nc(OC)n1	i
O=C1c2ccccc2C(=O)N1CCCCN(C(=O)c1ccc([N+](=O)[O-])o1)c1ccc(Cl)cc1	i
CCOC(=O)C1CCCN(C(=O)CS(=O)(=O)c2ccc3c(c2)S(=O)(=O)N=CN3)C1 (configuration not stated)	i
COCCN1CCC(CNC(=O)c2ccc(F)cc2Cl)CC1	i
CCC(C(=O)Nc1cccc(-c2cn3nc(OC)ccc3n2)c1)c1ccccc1 (configuration not stated)	i
CCNC(=O)CSc1nc(-c2ccccc2)c(NC(=O)COc2ccccc2C)s1	i
COc1cccc2cc(C(=O)N3CCC(Cn4cccn4)CC3)oc12	i
CN(C)S(=O)(=O)c1ccc(C(=O)NC2CC2)o1	i
CN1CCCc2cc(C(CNC(=O)Cc3cccs3)N3CCOCC3)ccc21 (configuration not stated)	i
CC(C)S(=O)(=O)N1CCN(CCn2cccn2)CC1	i
CCOc1ccc(NC(=O)C(=O)NCCCc2ccccc2)cc1	i
COc1ccc(S(=O)(=O)NCC(c2ccsc2)N2CCc3ccccc3C2)cc1OC (configuration not stated)	i
Cn1c(=O)c2cc(C(=O)NCc3ccccc3)sc2n(C)c1=O	i
CCOc1ccc(C(=O)NCC(C)(O)CCSC)cc1OCC (configuration not stated)	i
Cc1nc2ccc(S(=O)(=O)NCCCn3nc(-c4ccccc4)ccc3=O)cc2s1	i
CCOc1ccc(NC(=O)Cn2c(=O)n(Cc3ccccc3Cl)c(=O)c3nccnc32)cc1	i
COc1ccc(-c2ccc(OCCNS(=O)(=O)c3ccc(C)c(C)c3)nn2)cc1	i
COc1ccc(N/C=C(\C#N)C(=O)NCc2ccccc2)cc1Cl	i
COc1ccc(C(=O)Nc2nc3c(s2)CCC3C(=O)N2CCCC2)cc1 (configuration not stated)	i
O=C1c2ccccc2C(=O)N1CCS(=O)(=O)NCCc1c[nH]c2ccccc12	i
CCC(C)NC(=O)c1c(C(F)(F)F)nn(C2CCN(C(C)C)CC2)c1C (configuration not stated)	i
COc1ccc(-c2cc(CC(=O)N3CCCCCC3)no2)cc1OC	i
COc1cccc(CCNC(=O)Cc2cc(-c3ccc4c(c3)OCO4)on2)c1	i
CCc1nnc(NC(=O)c2nnn(-c3ccc(C)c(Cl)c3)c2C)s1	i
O=C(CNC(=O)c1c[nH]c2ccccc12)NCC1CCCO1 (configuration not stated)	i
CN(C)c1oc(-c2cccs2)nc1S(=O)(=O)c1ccccc1	i
CC1CC(=O)Nc2c1c(NC(=O)C1CCN(S(C)(=O)=O)CC1)nn2C (configuration not stated)	i
CCOC(=O)Nc1ccc2c(c1)NC(=O)C(C)(C)CO2	i
NC(=O)CSc1nc(=O)n(CCO)c2c1CCCC2	i
CCSc1ncnc2c1nnn2C	i

Some of the entries above, set out differently:
> COc1cccc(CCNC(=O)Cc2cc(-c3ccc4c(c3)OCO4)on2)c1
- GIRK2 activator = i

> CCc1nnc(NC(=O)c2nnn(-c3ccc(C)c(Cl)c3)c2C)s1
- GIRK2 activator = i

Continued.
SMILES	GIRK2 activator
O=C(CCc1csc(NS(=O)(=O)c2ccc(F)cc2)n1)N1CCN(c2ccccc2)CC1	i
CCc1ccc(Oc2cc(N3CCC(C(=O)NCC4CCCO4)CC3)ncn2)cc1 (configuration not stated)	i
CCC(C(=O)N1CCN(c2nccn2C)CC1)c1ccccc1 (configuration not stated)	i
O=C(NCc1cccc(Oc2ccc(F)cc2)c1)c1ccccn1	i
CC(C)N(C(=O)Cn1nc(-c2ccco2)c2sc(N3CCOCC3)nc2c1=O)c1ccccc1	i
O=C(Cn1cnc(-c2ccccc2)cc1=O)N1CCN(C(=O)c2ccco2)CC1	i
Cc1cc(C)cc(OCCNC(=O)c2ccc(S(=O)(=O)N3CCCC3)cc2)c1	i
CCOC(=O)Nc1nc(CC(=O)NCc2c(F)cccc2F)cs1	i
COCCNC(=O)Cc1ccc(NS(=O)(=O)c2cc(F)ccc2F)cc1	i
COCC(=O)N1CCCc2ccc(NC(=O)c3ccno3)cc21	i
CC(C)CS(=O)(=O)NCC(c1ccsc1)N1CCCC1 (configuration not stated)	i
CC(C)(CO)NC(=O)Cc1ccc(NS(=O)(=O)/C=C/c2ccccc2)cc1	i
COc1cccc(NC(=O)CN2C(=O)NC3(CCC(C)CC3)C2=O)c1 (configuration not stated)	i
Cn1c(=O)c2ccc(C(=O)NC3CCCCC3)cc2n2c(SCC(N)=O)nnc12	i
O=C(/C=C/c1ccco1)N1CCC(c2nnc(-c3ccco3)s2)CC1	i
COc1ccc(-c2nc(CNC(=O)Cn3cncc(C)c3=O)cs2)cc1	i
O=C(Cn1cc(-c2nnc(-c3ccccc3)o2)c2ccccc21)Nc1ccccc1	i
CS(=O)(=O)c1ccc(Nc2nc(CC(=O)N3CCC(C(N)=O)CC3)cs2)cc1	i
Cc1cc(NC(=O)c2ccco2)n(C(C)C)n1	i
O=C(CSc1ccc(-c2ccco2)nn1)Nc1cc(Cl)cc(Cl)c1	i
Cc1nc(-c2cccs2)c(CCC(=O)Nc2ccc(OC(C)C)cc2)s1	i
O=C(Nc1nccs1)c1csc(Nc2ccccc2)n1	i
O=C(NCCn1ncc2c(N3CCCC3)ncnc21)c1ccc2c(c1)OCO2	i
O=C(Cc1ccc(NC(=O)CSc2ccc(F)cc2)cc1)NCC(F)(F)F	i
Cc1ccc(Oc2cccc(C(=O)Nc3nc4ccccc4[nH]3)c2)nn1	i
Cc1cc(C)c(S(=O)(=O)Nc2ccc(CC(=O)NC3CC3)cc2)c(C)c1	i
COc1cccc2sc(N(CC3CCCO3)C(=O)c3cc(C)no3)nc12 (configuration not stated)	i
O=C(Cc1cccs1)Nc1nnc(Cc2cccs2)o1	i
COC(=O)Nc1nc(CC(=O)N2CCCCC2)cs1	i
COc1cn(CC(=O)Nc2ccc3c(c2)OCCO3)c(CSc2nccc(C)n2)cc1=O	i
Cc1ccc(N2CCCS2(=O)=O)cc1NC(=O)c1ccc(F)c(F)c1	i
Cc1c(NC(=S)NC(=O)c2ccccc2Cl)c(=O)n(-c2ccccc2)n1C	i
COc1cccc(NC(=O)c2c(O)c3ccccc3[nH]c2=O)c1	i
O=C(Cc1cccc2ccccc12)NCC1(O)CCc2ccccc21 (configuration not stated)	i
c1cc2c(cc1Nc1nc(N3CCOCC3)nc(N3CCOCC3)n1)OCO2	i
CSc1ccccc1NC(=O)C(=O)NCC1CCN(C2CCCC2)CC1	i
O=C(CSc1ccc(-c2ccc3ccccc3c2)nn1)NCc1ccc2c(c1)OCO2	i
O=C(NC1CCCCC1N1C(=O)CSC1=O)c1ccc(-n2cccc2)cc1 (configuration not stated)	i
COCCCN1COc2ccc3cc(-c4ccc(OC)c(OC)c4)c(=O)oc3c2C1	i
COc1ccc(C)cc1Nc1nc(C(N)=O)cs1	i

Of the compounds above, these have an aryl thioether with sulfur outside any ring:
SMILES	GIRK2 activator
O=C(Cn1c(CO)cnc1SCC(=O)N1CCc2ccccc21)NC1CC1	i
COc1ccc(NC(=O)CSc2ccc(NC(C)=O)nn2)c(OC)c1	i
CCOc1ccccc1NC(=O)Cn1cc(OC)c(=O)cc1CSc1nc(C)cs1	i
CCNC(=O)CSc1nc(-c2ccccc2)c(NC(=O)COc2ccccc2C)s1	i
NC(=O)CSc1nc(=O)n(CCO)c2c1CCCC2	i
CCSc1ncnc2c1nnn2C	i
Cn1c(=O)c2ccc(C(=O)NC3CCCCC3)cc2n2c(SCC(N)=O)nnc12	i
O=C(CSc1ccc(-c2ccco2)nn1)Nc1cc(Cl)cc(Cl)c1	i
O=C(Cc1ccc(NC(=O)CSc2ccc(F)cc2)cc1)NCC(F)(F)F	i
COc1cn(CC(=O)Nc2ccc3c(c2)OCCO3)c(CSc2nccc(C)n2)cc1=O	i
CSc1ccccc1NC(=O)C(=O)NCC1CCN(C2CCCC2)CC1	i
O=C(CSc1ccc(-c2ccc3ccccc3c2)nn1)NCc1ccc2c(c1)OCO2	i

Remaining list, next part
SMILES	GIRK2 activator
COCCn1c(=O)c2c(nc(-n3nc(C)cc3C)n2Cc2ccc(F)cc2)n(C)c1=O	i
COc1ccc(OC)c(NC(=O)c2ccc(=O)n(Cc3ccc(F)cc3)c2)c1	i
CCc1ccc2nc(N(CCN3CCOCC3)C(=O)c3nc4ccccc4s3)sc2c1	i
O=C(NCC#CCN1CCc2ccccc2C1)c1cncc(Br)c1	i
O=C(c1ccc(=O)[nH]n1)N1CCN(c2ccc(-c3ccccn3)nn2)CC1	i
COc1cc(C(=O)NCCOc2ccc(-c3ccco3)nn2)cc(OC)c1OC	i
CSc1ccccc1NC(=O)C1CCN(S(=O)(=O)c2ccc(Cl)s2)CC1	i
CCOC(=O)c1c(SCC(=O)Nc2nnc(C)s2)nc(=O)[nH]c1C	i
Cc1cc(C)c(NC(=O)C(=O)NCC2CCN(Cc3cccs3)CC2)c(C)c1	i
COCC(=O)N1CCCc2ccc(NC(=O)c3c(C)nc4ccccn34)cc21	i
COc1ccc(-c2noc(CSc3nc4ccsc4c(=O)n3-c3cccc(OC)c3)n2)cc1	i
Cn1c(COc2ccc3c(c2)OCO3)n[nH]c1=S	i
COc1ccc(CN2C(=O)N(Cc3ccccc3F)c3ccccc3S2(=O)=O)cc1	i
COc1cc(-c2ccc(=O)n(CC#N)n2)cc(OC)c1OC	i
O=C(c1nc2ccccc2s1)N(CCN1CCOCC1)c1nc2c(F)cc(F)cc2s1	i
O=C(CCN1C(=O)c2ccccc2S1(=O)=O)Nc1ccc(S(=O)(=O)Nc2nccs2)cc1	i
CCn1nc(C)cc1C(=O)N(Cc1ccccn1)c1nc2c(OC)ccc(OC)c2s1	i
Cn1cccc(C(=O)NCC(O)Cc2ccccc2)c1=O (configuration not stated)	i
O=C(CN1C(=O)c2ccccc2S1(=O)=O)NCCN1CCOCC1	i
O=C(NCC1CCN(S(=O)(=O)C2CC2)CC1)c1c(F)cccc1Cl	i
CCOc1ccc(NC(=O)c2ccc(=O)n(Cc3cccc([N+](=O)[O-])c3)c2)cc1	i
Cc1ccoc1C(=O)Nc1ccc(C(N)=O)cc1	i
COc1ccccc1CCNC(=O)CSc1cc(N2CCOCC2)ncn1	i
CC(O)CNC(=O)C(=O)NCCC1=CCCCC1 (configuration not stated)	i
COc1ccc(C(=O)Nc2ccc(OC)c(N3CCCCC3=O)c2)cc1	i
CCCCNc1oc(-c2ccc(S(=O)(=O)N(C)Cc3ccccc3)cc2)nc1C#N	i
CCOC(=O)C(=O)N1CCC(Cn2cccn2)CC1	i
CCOc1ccc(NC(=O)Cc2csc(SCC(=O)c3cccs3)n2)cc1	i
Cc1cc(NC(=O)C2CCCN(S(=O)(=O)c3ccc(Cl)s3)C2)n(C(C)C)n1 (configuration not stated)	i
COc1ccc(-c2ccc(N3CCN(C(=O)c4ccccc4F)CC3)nn2)cc1OC	i
COc1cccc2sc(=NC(=O)c3cc(C)no3)n(C)c12	i
COc1ccc(S(=O)(=O)N2CCN(c3ccc4nnc(C)n4n3)CC2)cc1OC	i
Cc1cccc(Nc2ccc(NCCNC(=O)c3ccccc3C)nn2)n1	i
CNC(=O)Cn1cc(OC)c(=O)cc1CSc1ncccn1	i
Cc1cccc(NC(=O)c2ccc(S(=O)(=O)Nc3cccc(C(F)(F)F)c3)o2)n1	i
O=C(Cc1ccc(NC(=O)C2CC2)cc1)NCc1cccs1	i
O=C(C1CCCC1)N(CC1CCCO1)c1nc2c(Cl)cccc2s1 (configuration not stated)	i
CCn1ccnc1N1CCN(C(=O)c2c(F)cccc2F)CC1	i
Cc1ccc(-c2cc(=O)n(CC(=O)N3CCN(c4ccccc4Cl)CC3)cn2)cc1	i
COc1ccccc1NC(=O)c1csc(NS(=O)(=O)c2cccs2)n1	i
CCc1nc2sc(C(c3ccccc3F)N3CC(C)OC(C)C3)c(O)n2n1 (configuration not stated)	i
O=C(CN1C(=O)CCC1=O)N1CC(c2nc(-c3cccc(C(F)(F)F)c3)no2)C1	i
CSc1ncccc1C(=O)N1CCC(CNC(=O)c2ccc(S(=O)(=O)N(C)C)cc2)CC1	i
CC(=O)Nc1cccc(NC(=O)C(=O)NCCN2CCC(c3cccs3)CC2)c1	i
CS(=O)(=O)c1ccc(Nc2nc(CC(=O)Nc3nc4ccccc4s3)cs2)cc1	i
O=C(CCC1CCCCC1)NC1=NCCS1	i
O=C(Cn1cccc(-c2nc(-c3ccc(Br)cc3)no2)c1=O)Nc1ccccc1	i
CCOc1ccc(CC(=O)NCc2nc(C)no2)cc1	i
COC(=O)c1c2c(nc3c1c(-c1ccccc1)nn3C1CCS(=O)(=O)C1)CCC2 (configuration not stated)	i
O=C(CSc1nc(=O)n(CC2CCCO2)c2c1CCC2)Nc1ccc2c(c1)OCCO2 (configuration not stated)	i

Looked up by structure from above:
SMILES	GIRK2 activator
Cc1ccc(N2CCCS2(=O)=O)cc1NC(=O)c1ccc(F)c(F)c1	i
O=C(NC1CCCCC1N1C(=O)CSC1=O)c1ccc(-n2cccc2)cc1 (configuration not stated)	i
O=C(NCC1CCN(S(=O)(=O)C2CC2)CC1)c1c(F)cccc1Cl	i
O=C(CSc1nc(=O)n(CC2CCCO2)c2c1CCC2)Nc1ccc2c(c1)OCCO2 (configuration not stated)	i

Screens deposited in PubChem by Vanderbilt University.
